MITF inh: blocks human microphthalmia-associated transcription factor; O75030; AlphaScreen MITF homodimerization, bead proximity signal; actives 0.91% (n = 650,000); inhibition, % at 2.6 µM; in the data active means inhibition above about 50%;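 further: 0% = vehicle wells with protein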
GPR151 ag: activators of human GPR151 | activation, % at 11.2 µM | PathHunter beta-arrestin GPR151 cells, luminescence | actives 1% (n = 650,000) | Q8TDV0; in the data active means activation above about 4.9%;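 further: 0% = median of compound wells and 100% = cells with positive control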
Target sequence (Q8TDV0 whole entry, looked up): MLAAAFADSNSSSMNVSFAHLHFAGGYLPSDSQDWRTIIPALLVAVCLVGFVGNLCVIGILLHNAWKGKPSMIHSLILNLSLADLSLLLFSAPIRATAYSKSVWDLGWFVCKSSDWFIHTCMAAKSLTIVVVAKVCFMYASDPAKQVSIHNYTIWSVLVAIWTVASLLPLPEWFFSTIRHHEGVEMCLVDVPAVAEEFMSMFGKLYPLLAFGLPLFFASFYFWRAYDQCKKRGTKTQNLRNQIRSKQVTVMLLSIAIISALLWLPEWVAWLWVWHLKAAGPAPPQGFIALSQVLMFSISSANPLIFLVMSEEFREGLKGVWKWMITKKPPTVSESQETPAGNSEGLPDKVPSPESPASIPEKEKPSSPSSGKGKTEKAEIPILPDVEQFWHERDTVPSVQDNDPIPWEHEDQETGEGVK
FBW7 activator: activators of human E3 ligase FBW7. Q969H0. normalized activity (activation), % at 26.1 µM. AID 1259310. actives 0.13% (n = 650,000). AlphaScreen FBW7–phospho-cyclin E peptide binding, activator screen; in the data active means normalized activity above about 1.9%;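 further: purified mutant Fbw7 with reduced substrate affinity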
TEAD-YAP inh: TEAD-YAP interaction inhibition; inhibition, % at 9.12 µM; HEK-TIYL cells, TEAD-Gal4/YAP UAS-luciferase luminescence; actives 1.4% (n = 640,000); AID 1259422; in the data active means inhibition above about 32%;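 further: 0% = median of test compound wells and 100% = reference inhibitor wells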
Active calls of the source: *.

Order of values: MITF inh, GPR151 ag, FBW7 activator, TEAD-YAP inh
> Cc1sc2nc3n(c(=O)c2c1C)N=C(c1cccs1)CS3
  4, -2.5, -0.3, 50*
> c1ccc(CC(CCNCc2ccc3c(c2)OCO3)c2ccco2)cc1 (configuration not stated)
  5, 1.0, -0.1, 15
> CCOC(=O)Cc1csc(NC(=O)CC23CC4CC(CC(Br)(C4)C2)C3)n1
  7, 0.2, -0.1, 1
> COc1ccc(CCNC(=O)COc2ccc(C(C)C)cc2)cc1
  -6, 6.7*, -0.1, 3
> CCOc1ccc(NC(=O)c2ccc3c(=O)n(-c4ccc(F)cc4)c(=S)[nH]c3c2)cc1
  11, 1.4, 0.0, 4
> CCOC(=O)c1c(NC(=S)NC(=O)N(C)C)sc(C)c1-c1cccs1
  1, 5.1*, -0.1, 0
> CCOC(=O)C1=C(C)N=c2s/c(=C\c3ccc(OC(C)=O)cc3OC(C)=O)c(=O)n2C1c1ccc(OC)cc1 (configuration not stated)
  -1, -1.5, 0.1, 12
> Cc1c(C)c(O)c2c(c1O)C(=O)c1ccccc1C2=O
  5, 1.0, 0.1, 11
> Cc1sc2nc(SCC(=O)Nc3ccccc3Oc3ccccc3)n(-c3ccccc3)c(=O)c2c1C
  -7, -1.0, -0.1, 5
> O=C(COc1ccccc1)Nc1ncc(Cc2cc(Cl)ccc2Cl)s1
  11, 0.5, 0.3, 10
> O=C(O)c1cc(Cl)c(Cl)cc1C(=O)Nc1cccc2ncccc12
  23, -1.4, 0.8, 3
> CC1(C)OC(=O)N(NCc2ccccc2)C1(C)O (configuration not stated)
  -7, 3.9, 0.0, -1
> Cc1cccc(C)c1NC(=O)CN(c1ccccc1Cl)S(C)(=O)=O
  -4, -0.5, 0.0, 0
> COc1ccc(NC(=O)CSc2cn(CC(=O)N3CCCC3)c3ccccc23)cc1
  6, -0.2, 0.0, 13
> CCOc1ccc(S(=O)(=O)Nc2nc3c(C)cccc3s2)c2cccnc12
  -3, -0.3, 0.0, -6
> CCOc1ccc(C(=O)Nc2cc3nn(-c4ccc(C)cc4)nc3cc2C)cc1
  -4, -1.3, 0.0, 5
> Cc1nc(N2CCC(C)CC2)c2c(C)c(C(=O)NCc3ccc(F)cc3)sc2n1
  -2, 0.4, -0.1, 1
> Cc1onc(-c2ccccc2)c1CNS(=O)(=O)c1ccc2c(c1)CCO2
  7, 0.7, 0.6, 19
> O=C(Nc1ccc(N2C(=O)C3CC=CCC3C2=O)cc1Cl)c1ccccc1 (configuration not stated)
  6, 0.0, 0.0, -24
> CCN(CC)c1nc(C)nc2sc(C(=O)N3CCN(c4ccccc4OC)CC3)c(C)c12
  -2, 0.5, 0.0, -7
> CCN(c1ccccc1)S(=O)(=O)c1ccc2[nH]cc(C(=O)N(C)C3CCCCC3)c(=O)c2c1
  -2, -1.7, -0.1, 4
> CC(=O)Nc1ccc(CN2CCN(c3cc(C)ccc3C)CC2)cc1
  2, -0.4, -0.5, -2
> CCOC(=O)NCc1ccc(N(C)C)cc1
  -5, -0.3, 0.4, -1
> CCOC(=O)c1sc(=NC(=O)c2ccc(S(=O)(=O)N3CCOCC3)cc2)n(C)c1C
  4, 1.1, -0.1, 5
> O=C(O)CN(C1=NS(=O)(=O)c2ccccc21)c1ccccc1
  -2, -0.8, 0.2, -5
> O=C1NC(=O)/C(=C/c2ccc(OCc3ccccc3)c(Br)c2)N1
  9, 1.2, 0.0, -10
> COc1ccccc1OCC(=O)NCCc1sc(-c2cccc(F)c2)nc1C
  8, 0.7, 0.4, -18
> CCOC(=O)C1CCC(CN(Cc2ccccc2C)S(=O)(=O)c2c(C)cc(C)cc2C)CC1 (configuration not stated)
  -4, -0.7, 0.7, -2
> O=C1NC(=O)C(=Cc2cc(Br)c(O)c([N+](=O)[O-])c2)C(=O)N1
  -17, -0.8, -0.1, -5
> COC(=O)CSc1nnc(-c2ccncc2)n1Cc1ccco1
  -8, -0.4, -0.3, 8
> O=c1oc2cc(O)ccc2cc1-c1nc2ccccc2s1
  -2, -5.1, 0.1, -42
> CNS(=O)(=O)c1ccc2c(c1)C(=O)c1ccccc1C2=O
  2, -0.5, -0.1, -13
> CCOC(=O)c1ccc(NC(=O)CN2C(=O)/C(=C\c3cccs3)SC2=S)cc1
  -8, -0.1, 0.2, 16
> Cc1cccc(NS(=O)(=O)c2ccc3c(c2)CCN3C(=O)CCC(=O)O)c1C
  11, 1.4, 0.0, 6
> Nc1c(/C=C2\C=Nc3ccccc32)c(=O)nc2sc(N3CCCCC3)nn12
  10, -0.1, 0.0, 3
> CN(Cc1cscn1)C(=O)C1CC12CCN(Cc1cccc(-c3ccco3)c1)CC2 (configuration not stated)
  -2, 0.2, 0.4, 6
> CCOc1ccc(C2Nn3c(C)nnc3SC2C(=O)Nc2ccc(CC)cc2)cc1 (configuration not stated)
  -9, -0.7, -0.1, 4
> CCOc1ccc(Nc2cc(C(=O)NCCCOC)c3ccccc3n2)cc1
  -2, 1.8, -0.3, -10
> CCCOc1ccc(C2C3=C(CC(C)(C)CC3=O)Nc3ccc4ccccc4c32)cc1 (configuration not stated)
  12, 1.0, 0.0, 7
> Cc1cc(C)nc(-n2nc(C(C)(C)C)cc2OCC(=O)N2CCc3ccccc32)n1
  19, -0.3, 1.0, 1
> Cc1ccc2c(C)nc(Nc3nc(C)c(C)c(=O)[nH]3)nc2c1
  28, -0.6, 0.1, 44*
> O=C(Nc1c(-c2ccccc2)nc2ncccn12)c1ccc(Cl)cc1
  8, 1.7, 0.0, 19
> Cc1ccc(C2C(=O)N(C3CCC(C)CC3)CC(=O)N2C2CCCC2)cc1 (configuration not stated)
  -2, 4.1, -0.1, 1
> CC(=O)NC(=O)c1cc2cc(Cl)ccc2oc1=Nc1cccc(C)c1
  1, 0.2, -0.1, -23
> O=C(COc1cccc(Br)c1)N1CCc2ccccc21
  -9, 1.0, 0.0, -47
> O=C(NCc1ccccc1)C(=O)NCC(c1ccco1)S(=O)(=O)c1ccc(F)cc1 (configuration not stated)
  -9, -0.3, -0.1, 5
> COC(=O)N[C@H]1C[C@H]2C(=O)N[C@H](CO)C(=O)N2C1
  20, -0.6, 0.1, 13
> CCc1ccc(-c2cn(-c3ccccc3)c(=S)[nH]2)cc1
  23, -0.4, 0.0, -23
> CNCC[C@@H](Oc1ccc(C(F)(F)F)cc1)c1ccccc1
  15, 1.4, 0.3, -1
> CCCN(CCC)S(=O)(=O)c1ccc2c(c1)OCC(=O)N2
  10, 0.2, -0.1, 1

The final four records of the part above lead into the next:
Order of values: MITF inh, GPR151 ag, FBW7 activator, TEAD-YAP inh
> COC(=O)N[C@H]1C[C@H]2C(=O)N[C@H](CO)C(=O)N2C1
  20, -0.6, 0.1, 13
> CCc1ccc(-c2cn(-c3ccccc3)c(=S)[nH]2)cc1
  23, -0.4, 0.0, -23
> CNCC[C@@H](Oc1ccc(C(F)(F)F)cc1)c1ccccc1
  15, 1.4, 0.3, -1
> CCCN(CCC)S(=O)(=O)c1ccc2c(c1)OCC(=O)N2
  10, 0.2, -0.1, 1
> OCCNCCCOc1ccc(Cl)cc1Cl
  24, -0.5, -0.1, -3
> CCCCN(C(=O)NC(=O)Nc1ccc(OCC)cc1)S(C)(=O)=O
  10, 0.7, 0.1, 8
> O=C1CCCN1CCn1cnc2c(Nc3ccccc3)nc(Nc3ccc(-n4ccnc4)cc3)nc21
  -9, 0.0, -0.1, 5
> Cc1[nH]c2ccccc2c1C(c1ccc2c(c1)OCO2)N1CCOCC1 (configuration not stated)
  8, -0.4, -0.1, -15
> CCCCN=Cc1c(O)n(-c2ccc(Cl)cc2)c(=O)[nH]c1=O
  17, 2.2, 0.2, 12
> COc1ccc(OC)c(N(CC(=O)Nc2cccc([N+](=O)[O-])c2)S(C)(=O)=O)c1
  11, -0.5, 0.4, 11
> CCOC(=O)c1c(NC(=O)CSc2nnc3nc(C)cc(C)n23)sc2c1CCC2
  11, 3.2, 0.0, 0
> CN(C(=O)c1ccc(F)cc1)c1nnc(C23CC4CC(CC(C4)C2)C3)s1
  19, 1.6, -0.2, -4
> CNS(=O)(=O)c1ccccc1Nc1cc(Nc2ccccc2S(=O)(=O)NC)c(C(F)(F)F)cn1
  21, 2.1, 0.2, 1
> O=[N+]([O-])c1ccc(S(=O)(=O)NC2CCS(=O)(=O)C2)cc1 (configuration not stated)
  3, -0.5, 0.0, 7

Only MITF inh, GPR151 ag and FBW7 activator, for some of the entries so far:
molecule	MITF inh	GPR151 ag	FBW7 activator
Cc1[nH]c2ccccc2c1C(c1ccc2c(c1)OCO2)N1CCOCC1 (configuration not stated)	8	-0.4	-0.1
CN(C(=O)c1ccc(F)cc1)c1nnc(C23CC4CC(CC(C4)C2)C3)s1	19	1.6	-0.2

Next results:
Order of values: MITF inh, GPR151 ag, FBW7 activator, TEAD-YAP inh
> O=C(NC1CCCCC1)c1ccccc1NC(=O)c1ccccc1[N+](=O)[O-]
  -3, 4.0, 0.4, 12
> CC(C)(Oc1ccc(Cl)cc1)C(=O)O/N=C(\N)c1cccc([N+](=O)[O-])c1
  2, 0.8, -0.1, -3
> Cc1cc(=O)oc2c1c(C)nn2-c1cccc(C(F)(F)F)c1
  -6, 0.1, 0.0, 2
> OC(COCc1ccccc1)CN1CCN(c2ccc(F)cc2)CC1 (configuration not stated)
  5, 0.2, 0.0, 3
> Cc1cc(C(=O)N(CCCN(C)C)c2nc3ccccc3s2)no1
  -15, -0.2, -0.1, -21
> CN1CCN(c2ccccc2NC(=O)c2ccco2)CC1
  -12, -0.8, -0.2, -2
> O=C1c2oc3ccccc3c(=O)c2C(c2ccccn2)N1Cc1ccco1 (configuration not stated)
  -1, 1.1, -0.5, -5
> COCCN1C=C(C(=O)OC)C(c2ccc(OC)c(O)c2)C(C(=O)OC)=C1
  8, -1.5, 0.9, 9
> CCC(NC(=O)c1ccc(F)cc1)c1ccccc1 (configuration not stated)
  -3, -0.7, 0.0, -1
> COc1ccc(C(=O)Nc2ccc(NC(=O)c3ccco3)cc2)cc1OC
  11, 1.0, 0.1, -6

Arranged by SMILES length (descending): some entries from above
Order of values: MITF inh, GPR151 ag, FBW7 activator, TEAD-YAP inh
> CC(C)(Oc1ccc(Cl)cc1)C(=O)O/N=C(\N)c1cccc([N+](=O)[O-])c1
  2, 0.8, -0.1, -3
> CN1CCN(c2ccccc2NC(=O)c2ccco2)CC1
  -12, -0.8, -0.2, -2
> CCC(NC(=O)c1ccc(F)cc1)c1ccccc1 (configuration not stated)
  -3, -0.7, 0.0, -1

Next compounds follow:
Order of values: MITF inh, GPR151 ag, FBW7 activator, TEAD-YAP inh
> O=C(Nc1nc2ccc([N+](=O)[O-])cc2s1)c1ccccc1Oc1ccccc1
  -11, 0.1, 0.1, 3
> Cc1cccc(NC(=O)c2ccccc2)c1
  -7, -5.9, 0.0, -27
> COC(=O)c1nnn(-c2nonc2N)c1CSC#N
  11, -1.7, 1.1, 10
> O=C(Nc1sc2c(c1C(=O)O)CCCCC2)c1ccccc1F
  11, -7.9, 0.2, 56*
> O=C(NCCC1=CCCCC1)C(=O)NCC1CCCO1 (configuration not stated)
  10, 2.7, -0.1, -43
> COc1cc(SC)ccc1C(=O)Nc1cccnc1
  1, -0.5, -0.1, -45
> CC(C)(C)c1ccc(C(=O)CC(NCc2ccc(Cl)cc2)C(=O)O)cc1 (configuration not stated)
  0, 0.8, 0.0, 12

Source: PubChem
